# TEAD-YAP block: TEAD-YAP interaction inhibition; HEK-TIYL cells, TEAD-Gal4/YAP UAS-luciferase luminescence; inhibition, % at 9.12 µM; actives 1.4% (n = 640,000); AID 1259422; in the data active = inhibition above about 32%;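 also: 0% = median of test compound wells and 100% = reference inhibitor wells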
# MITF inh: blocks human microphthalmia-associated transcription factor. AID 1259374. inhibition, % at 2.6 µM. AlphaScreen MITF homodimerization, bead proximity signal. actives 0.91% (n = 650,000); in the data active = inhibition above about 50%;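 also: 0% = vehicle wells with protein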
# GPR151 activ: activates the human receptor GPR151 | Q8TDV0 | PathHunter beta-arrestin GPR151 cells, luminescence | activation, % at 11.2 µM | actives 1% (n = 650,000) | AID 1508602; in the data active = activation above about 4.9%;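 also: 0% = median of compound wells and 100% = cells with positive control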
# FBW7 act: activators of human E3 ligase FBW7; Q969H0; AlphaScreen FBW7–phospho-cyclin E peptide binding, activator screen; normalized activity (activation), % at 26.1 µM; actives 0.13% (n = 650,000); AID 1259310; in the data active = normalized activity above about 1.9%;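 also: purified mutant Fbw7 with reduced substrate affinity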
# Target sequence (Q969H0 whole entry, looked up): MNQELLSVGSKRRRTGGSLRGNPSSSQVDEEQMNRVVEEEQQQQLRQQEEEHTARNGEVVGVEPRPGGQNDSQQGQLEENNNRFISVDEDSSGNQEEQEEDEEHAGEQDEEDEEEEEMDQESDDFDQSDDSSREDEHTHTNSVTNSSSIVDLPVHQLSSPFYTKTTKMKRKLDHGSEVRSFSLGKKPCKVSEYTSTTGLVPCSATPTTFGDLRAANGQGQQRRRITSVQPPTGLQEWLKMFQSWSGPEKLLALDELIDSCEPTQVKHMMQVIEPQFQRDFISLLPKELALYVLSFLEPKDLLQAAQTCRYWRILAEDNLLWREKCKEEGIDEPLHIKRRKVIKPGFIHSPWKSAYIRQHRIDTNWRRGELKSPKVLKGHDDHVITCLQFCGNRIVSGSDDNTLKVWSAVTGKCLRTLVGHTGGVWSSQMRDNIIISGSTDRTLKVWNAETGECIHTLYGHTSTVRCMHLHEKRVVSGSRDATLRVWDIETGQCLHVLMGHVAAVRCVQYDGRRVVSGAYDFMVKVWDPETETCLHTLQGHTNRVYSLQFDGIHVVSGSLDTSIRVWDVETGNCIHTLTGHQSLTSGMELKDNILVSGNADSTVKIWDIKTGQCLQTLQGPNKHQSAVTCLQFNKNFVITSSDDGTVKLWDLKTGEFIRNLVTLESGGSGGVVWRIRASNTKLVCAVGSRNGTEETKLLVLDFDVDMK
# Active calls of the source: *; & = joins results of further samples.
SMILES,TEAD-YAP block,MITF inh,GPR151 activ,FBW7 act
O=C(CCC(=O)c1ccc(F)cc1)OCC(=O)c1ccc(Br)s1,5,9,1.9,-0.1
O=[N+]([O-])c1cc(C(F)(F)F)ccc1NCC1CCCO1 (stereo not given),-6,11,-1.8,0.0
CN(Cc1nccn1C)c1nncc(-c2ccc3ccccc3c2)n1,-15,15,0.3,0.0
CCOC(=O)c1sc(NC(=O)CSc2nnc(-c3ccc(OC)cc3)o2)nc1C,-1,-14,1.5,0.5
CCCCc1ccc(NC(=O)CCCCCN2C(=O)c3ccccc3C2=O)cc1,8,-5,0.5,-0.1
CC1=NN(c2cccc(C(=O)O)c2)C(=O)/C1=C\c1ccc(F)cc1,-5,12,1.3,-0.5
O=C(CC1=CCCCC1)NCC1Cc2c(F)ccc(-c3ccncc3)c2O1 (stereo not given),3,19,2.0,1.0
COCCNC(=O)N1CCN(CC(=O)c2cccs2)CC1,5,37,-2.2,0.3
CC(=O)c1c(C)n(S(=O)(=O)c2ccccc2)c2ccc(NS(=O)(=O)c3ccccc3)cc12,5,12,-0.7,0.3
Oc1cccc(Nc2nc(-c3ccccn3)cs2)c1,-33,7,-3.4,-1.7
Cc1ccc(CNc2c(-c3ccco3)nc3cnccn23)cc1,-20,2,0.0,0.3
COc1ccc(OC)c(/C=N/NC(=O)c2ccc(NS(=O)(=O)c3cccs3)cc2)c1,0,6,-0.4,-0.1

# Of the compounds above, 2 have an aryl methoxy group:
SMILES,TEAD-YAP block,MITF inh,GPR151 activ,FBW7 act
CCOC(=O)c1sc(NC(=O)CSc2nnc(-c3ccc(OC)cc3)o2)nc1C,-1,-14,1.5,0.5
COc1ccc(OC)c(/C=N/NC(=O)c2ccc(NS(=O)(=O)c3cccs3)cc2)c1,0,6,-0.4,-0.1

# Additional compounds follow.
SMILES,TEAD-YAP block,MITF inh,GPR151 activ,FBW7 act
CCCOc1ccc(C(N)CC(=O)O)cc1OC (stereo not given),1,2,-0.8,0.3
COc1ccc(S(=O)(=O)N2CCc3ccccc32)cc1C(=O)Nc1cccc(C#N)c1,-5,12,-0.5,0.6
CCSc1nnc(NC(=O)c2ccc(C)c(S(=O)(=O)N3CCCC3)c2)s1,4,-4,-0.4,0.0
O=C(Nc1c2c(nn1-c1ccc(F)cc1)CS(=O)(=O)C2)c1ccc(F)cc1,9,13,-1.6,0.6
COc1ccc(/C=C/C(=O)OCC(=O)N2CC3(C)CC2CC(C)(C)C3)cc1OC (stereo not given),4,-1,1.8,-0.3
Cc1nnc(C2CCCN(C(=O)NCc3ccc(F)cc3)C2)s1 (stereo not given),16,3,1.5,-0.1
CC1=C(C(=O)OCC(C)C)C(c2ccccc2[N+](=O)[O-])CC(=O)N1 (stereo not given),-9,-30,0.3,-0.1
Cc1cc(C)c(Nc2ncnc3c2cnn3-c2ccc(Cl)cc2)c(C)c1,5,3,1.0,-0.1
Cc1cc(C)c(S(=O)(=O)N(CC(=O)O)C2CCCCC2)c(C)c1,4,0,-0.8,0.0
CCOC(=O)NC(=O)/C(C#N)=C\c1ccc(Cl)c(Cl)c1,-1,5,-0.4,-0.1
O=C(Nc1ccc(S(=O)(=O)Nc2ncccn2)cc1)c1cccc(Br)c1,0,9,2.5,-0.3
CC1(C)CC(=O)C2=C(C1)Nc1ccc3ccccc3c1C2c1ccc([N+](=O)[O-])cc1 (stereo not given),26,-1,-0.6,-0.2
CC(C)c1ccc(/C=C2\C(=N)N3N=C(S(C)(=O)=O)SC3=NC2=O)cc1,5,10,-1.3,0.0
Cc1ccc(S(=O)(=O)NCCCO)cc1C(=O)O,5,12,1.2,0.2
CC(Oc1cccc(Cl)c1)C(=O)Nc1cccc(F)c1 (stereo not given),2,20,0.2,0.3
CCCn1cnc2c(=O)oc3ccccc3c21,6,20,-0.2,1.6
Cc1ccc2c(c1)OC(c1cc(Cl)cc3c1OCOC3)C/C2=N/O (stereo not given),-3,18,0.1,0.9
CC(=O)c1ccc(NC(=O)N2C3CCC2CC(O)(c2cccnc2)C3)cc1 (stereo not given),-9,-4,-0.3,0.1
Cc1ccc(/C=N/NC(=O)c2sc3ccccc3c2O)c(O)c1,1,-7,2.9,0.1
CC(=O)C1=C(O)C(=O)NC1c1ccccc1F (stereo not given),-2,-10,-1.7,0.1
CCC1CCCCN1C(=O)COC(=O)COc1ccc(Br)cc1 (stereo not given),-6,-2,0.0,0.1
CC(=O)c1cccc(NC(=O)C(=O)NCc2ccccn2)c1,-1,12,0.1,0.5
Cc1cccc(C2CN(C)CCc3c2cc(O)c(O)c3Cl)c1 (stereo not given),-3,-3&6,-1.6&-0.1,-0.1&-0.1
COc1ccc(Nc2nc(NN)nc(N(c3ccccc3)c3ccccc3)n2)cc1,-1,-2,0.4,0.0
Cc1ccc(NC(=O)CSc2nc(-c3ccccc3)cn2-c2ccccc2)cc1,0,3,-0.9,-0.2
O=C1CCCN1CCCNc1nc(-c2ccccc2)nc2c1ncn2Cc1ccc(C(F)(F)F)cc1,9,15,0.6,0.1
CCCCCC1C(c2ccccc2)N(C)C(c2ccccc2)CC1(O)c1cccc(OC)c1 (stereo not given),2,8,-1.3,0.0
CN(C)CCOc1cc(-c2cn[nH]c2)c(F)cc1NC(=O)C1COc2ccc(F)cc2C1 (stereo not given),-2,20,-0.5,0.0
O=C(COc1ccc(Cl)cc1)NCCOc1ccc(Cl)cc1,-3,0,2.1,-0.2
CCOc1ccc(-c2cc(NC(=O)CCSCCc3ccccn3)on2)cc1OCC,-2,9,-1.1,0.0
CCCNc1cc(C)nc(Nc2ccncn2)n1,-13,8,-0.8,0.2
Cc1ccc(C(=O)COC(=O)c2cccc(NC(=O)c3ccc(Br)cc3)c2)cc1,-16,-9,-0.2,-0.1
O=C(NC(=S)Nc1cc([N+](=O)[O-])ccc1F)c1ccco1,-22,8,-0.3,-0.7
O=C(NCc1ccc(F)cc1)C(=O)NCC(c1ccco1)N1CCOCC1 (stereo not given),-3,8,-0.4,0.2
CCN(CC)CCNc1cc(C)nc2cc(-c3ccc(OC)cc3)nn12,-12,17,2.8,-0.1
CCOC(=O)N1CCN(C(=O)c2ccc3nc(-c4ccccc4)c(-c4ccccc4)nc3c2)CC1,0,-25,2.7,0.2
CCC(Oc1ccccc1)C(=O)SC1CCC2(C)C(=CCC3C2CCC2(C)C(C(C)CCCC(C)C)CCC32)C1 (stereo not given),3,11,-1.6,0.1
O=C(CC(=O)N/N=C/c1c(F)cccc1Cl)NCCc1ccccc1,0,-5,5.6*,0.0
COc1ccc(-c2ccc3c(c2)COC2(CCN(C)CC2)O3)cn1,5,11,1.2,0.4
COc1ccc(OCCCC(=O)Nc2ccc([N+](=O)[O-])cc2)cc1,0,12,2.9,0.1
COc1ccc(OC)c(N(CC(=O)NCc2ccccc2)S(=O)(=O)c2ccccc2)c1,-5,-8,1.6,-0.2
CCOC(=O)C1=C(C)N=c2s/c(=C\c3c(OCC)ccc4ccccc34)c(=O)n2C1c1c(OC)ccc2ccccc12 (stereo not given),-2,10,0.1,-0.1
CCOc1cc(C2C(C(=O)OC)=CN(Cc3ccc(OC)cc3)C=C2C(=O)OC)cc(Br)c1OC,-8,-8,-1.3,0.3
O=C(Nc1ccc2c(c1)OCO2)c1cc(-c2ccc(F)cc2)no1,-6,0,-0.7,0.1
CCOC(=O)c1c(NC(=O)CSc2ccccc2N)sc(C(C)=O)c1C,4,-4,0.4,0.0
Cc1c(C(=O)O)cccc1N1C(=O)c2cccc3c([N+](=O)[O-])ccc(c23)C1=O,-6,8,0.0,0.8
CCN(CC)C(=O)Cn1cnc2sc(C(=O)NCc3ccccc3OC)c(C)c2c1=O,-2,-3,0.1,-0.1
COc1ccccc1NC(=O)N1CCOc2ccccc21,-8,-6,-2.6,-0.1

# Quoted at random: two records from the list
SMILES,TEAD-YAP block,MITF inh,GPR151 activ,FBW7 act
COc1ccc(OCCCC(=O)Nc2ccc([N+](=O)[O-])cc2)cc1,0,12,2.9,0.1
O=C(Nc1ccc2c(c1)OCO2)c1cc(-c2ccc(F)cc2)no1,-6,0,-0.7,0.1

# Additional compounds
SMILES,TEAD-YAP block,MITF inh,GPR151 activ,FBW7 act
CC1=C(C(=O)Nc2ccc(Br)cn2)C(c2ccc(Cl)c([N+](=O)[O-])c2)C2=C(CC(C)(C)CC2=O)N1 (stereo not given),-5,1,0.6,-0.2
COc1ccc(NC(=O)CSc2c(C)[nH]c3ccccc23)cc1,4,16,0.0,0.1
COc1ccc2c(Cl)c(C(=O)NN)sc2c1,-4,-7,0.4,-0.1
COC(=O)c1ccc(NC(=O)CC(C)S(=O)(=O)c2ccc3c(c2)CCN3C(C)=O)cc1 (stereo not given),3,4,1.9,0.0
COc1ccc(C(=O)OCC(=O)c2cccc3ccccc23)cc1,3,4,-1.0,-0.1
CCc1ccc(C2CC(=O)NC(SCC(=O)Nc3ccc(F)cc3)=C2C#N)cc1 (stereo not given),27,-2,-1.9,-0.2
CCOc1ccc(NC(=O)c2c(NC(=O)c3ccccc3)sc3c2CCCCC3)cc1,-6,10,0.9,0.2
CCc1ccc(NC(=O)C(=O)NNC(=O)COc2ccc(Cl)cc2)cc1,3,15,-0.3,0.1
Fc1ccc(SCCc2ccccn2)cc1,-21,48,-0.3,0.1
Cc1c(C(=O)Nc2ccc3c(c2)OCCO3)sc2ncn(Cc3cccc(F)c3)c(=O)c12,-22,6,-0.1,0.0
NC1=NC(=O)/C(=C/c2cn(Cc3ccc(Cl)c(Cl)c3)c3ccccc23)S1,-6,4,0.3,-0.2
CCCOC(=O)c1ccc(NC(=O)c2cc(-c3ccc(Br)cc3)nc3ccccc23)cc1,7,-4,-0.6,-0.1

# Compound profiles (already shown). Order of values: TEAD-YAP block	MITF inh	GPR151 activ	FBW7 act
# Fc1ccc(SCCc2ccccn2)cc1 in the list: -21	48	-0.3	0.1
# Cc1c(C(=O)Nc2ccc3c(c2)OCCO3)sc2ncn(Cc3cccc(F)c3)c(=O)c12 in the list: -22	6	-0.1	0.0

# Next part
SMILES,TEAD-YAP block,MITF inh,GPR151 activ,FBW7 act
Cn1nc(C(=O)O)c2ccccc2c1=O,3,4,0.4,0.1
CCS(=O)(=O)Nc1ccccc1C,-7,14,-2.1,0.2
O=C(Nc1ccc(-c2ccc(NC(=O)c3ccccc3)c(C(=O)O)c2)cc1C(=O)O)c1ccccc1,3,6,0.1,0.0
CSc1c(C)c(C#N)c(=O)n(NC(=O)C(c2ccccc2)c2ccccc2)c1C,9,-5,-0.6,0.0
O=C(O)c1nsnc1C(O)C(O)C(=O)O (stereo not given),-1,68*,-0.6,-0.2
C#CCn1c(=NC(=O)c2coc3ccccc3c2=O)sc2cc(OC)c(OC)cc21,0,-3,1.7,0.0
CCOC(=O)c1c(NC(=O)Cc2cccs2)sc(C(=O)Nc2ccc(C)c(Cl)c2)c1C,-5,12,-0.4,0.6
O=C1CCSc2c1cccc2C(=O)Nc1ccc(F)cc1Cl,-11,2,3.6,0.0
CCN(CC)CCN1CCN(c2ccc(F)cc2F)C1=O,4,-11,-2.7,0.4
CC(=O)C1=C(C)NC(SCC(=O)c2cc(Cl)ccc2Cl)=C(C#N)C1c1ccccc1 (stereo not given),-8,7,-1.0,0.1
c1ccc2c(CN3CCOCC3)cccc2c1,8,38,-0.1,0.2
Cc1cc(C)n(-c2nc3c(c(=O)n2CC(=O)NCc2ccco2)CCCC3)n1,12,7,3.1,0.2
Cn1c(=O)c2c(nc(NCCN3CCOCC3)n2Cc2cccc(F)c2)n(C)c1=O,2,7,0.2,0.0
C=CCN1C(=O)/C(=C/c2ccc(OCC(=O)O)cc2)S/C1=N/c1nccs1,-1,6,7.0*,-0.1
O=C(/C=C/c1ccc(S(=O)(=O)N2CCCCCC2)cc1)OCC(=O)c1ccccc1,-2,-1,-1.3,-0.1
COc1ccc(N2Cc3ccccc3C2=NC(=O)c2ccncc2)cc1,-39,17,-1.7,0.5
O=C(N/N=C/c1ccco1)c1cc(-c2cccc3ccccc23)n[nH]1,-43,-4,4.8,-0.1
CCOC(=O)C1C(=O)NC(N2CCOCC2)=NC1C(C)C (stereo not given),0,15,-0.5,0.3
CCc1ccc(/C(C)=N/N=C(N)N)cc1,35*,-6,-0.2,-0.1
CC1=NN(c2ccccc2)C(=O)/C1=C\c1ccc[nH]1,-35,28,-1.4,-1.3
CNCCOc1cc(-c2cn[nH]c2)ccc1NC(=O)C1COc2ccccc2C1 (stereo not given),-9,20,-0.5,-0.1
CCOc1ccccc1C(=O)Nc1nccs1,6,-3,0.7,-0.2
CC(=Nc1ccccc1C)C1=C(O)CSC1=O,6,6,0.2,0.1
COc1cccc(C2Nc3ccccc3-c3nnc(SC)nc3O2)c1OC (stereo not given),3,-4,0.1,-0.1
COc1ccc(-n2cc(-c3ccccc3)c3c(N4CCCCCC4)ncnc32)cc1,1,9,-0.5,0.0
CC1=C(C(=O)Nc2ccccn2)C(c2ccccc2Cl)n2ncnc2N1 (stereo not given),-45,-6,0.0,0.0
CC(C)Cc1n(CC(=O)c2ccccc2)c2ccccc2[n+]1C,-3,14,0.2,0.1
O=S(=O)(Cc1ccccc1Cl)N1CCc2ccccc2C1,-11,-2,1.3,-0.2
CC(NC(=O)c1ccco1)c1nnc2n1CCN(Cc1ccc3c(c1)OCO3)CC2 (stereo not given),10,12,-1.0,0.2

# Compound activity deposited in PubChem BioAssay by The Scripps Research Institute Molecular Screening Center.
